Giardia killer – Small Molecules that selectively kill Giardia lamblia: qHTS; 0.15% of 340,000 active; AID 540267, 2011; Giardia lamblia trophozoite viability; activity change, % at 7.66 µM, hits read low; in the data active = activity change below about -80%; inconclusive = between about -30% and that limit;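 note: parasites exposed to compound for two days anaerobically before the ATP read; % is set by controls: 0 for no effect and ±100 for the full control effect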
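Trophozoites 100 cells/well + cpd; 48 hrs, 37 deg C, anaerobic. ATPLite 1-Step added, 15-30 min RT, luminescence read (ATP-based viability).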
TRPV1 agonist – HTS Assay for Compounds that Act as Agonists of the Vanilloid Receptor 1 | Transient receptor potential cation channel subfamily V member 1 (Homo sapiens), Q8NER1 | TRPV1-expressing cells, Fluo-8 calcium influx, agonist mode | activation, % at 8.33 µM | 0.19% of 320,000 active | AID 540275, 2011; in the data active = activation above about 80%; inconclusive = between about 30% and that limit; note: 0% is about no effect
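TRPV1-expressing cells were cultured overnight at 35.5C and loaded with Fluo-8 calcium dye for 40 to 90 min at room temperature. After a 10 s baseline, compound was added and calcium influx was read kinetically for 3 min (ex 480/em 520 nm).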
B2AR arrestin – qHTS assay of beta-arrestin-biased ligands of beta2-adrenergic receptor. beta-arrestin recruitment to beta2AR, cell-based reporter. Potency, µM (titrated, usually from 46.1 µM), for inactives: at the top dose activation, actives largely listed as activators. 0.02% of 330,000 active. AID 492947, 2010;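 note: potency is the fitted concentration of half-maximal effect; 0% = DMSO controls and full agonism = EC100 isoproterenol or metaproterenol; nearly all actives have a fitted effect of over 65% in size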
USP2a inh – qHTS Assay for Inhibitors of Ubiquitin-specific Protease USP2a Using CHOP2 as the Reporter. Ubiquitin carboxyl-terminal hydrolase 2 (Homo sapiens), O75604. USP2 core, Ub-CHOP2 coupled fluorogenic reporter, 485/531. Potency, µM (titrated, usually from 38.3 µM), for inactives: at the top dose activity change, negative = inhibition, actives largely listed as inhibitors. 0.01% of 330,000 active. AID 463254, 2010;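 note: potency is the fitted concentration of half-maximal effect; plate controls were DMSO wells for no effect and full inhibition by NEM control for full effect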
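Deubiquitinase activity read as fluorescence (485/531 nm) after Ub-CHOP2 cleavage activates the enterokinase reporter on its substrate; USP2 core 10nM, Ub-CHOP2 and substrate 25nM each, 30min compound preincubation then 60min RT; data normalized to NEM, curves fitted.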
GALK inh – qHTS Assay for Inhibitors of Human Galactokinase (GALK) | 0.007% of 270,000 active | AID 1868, 2009 | Purified GALK, Kinase-Glo residual ATP luminescence | P51570 | Potency, µM (top dose mostly 57.5 µM), without a hit: top-dose activity change, negative = inhibition, actives largely listed as inhibitors; note: potency is the fitted concentration of half-maximal effect; % is set by controls: 0 for no effect and ±100 for the full control effect
Target sequence (P51570 whole entry, looked up): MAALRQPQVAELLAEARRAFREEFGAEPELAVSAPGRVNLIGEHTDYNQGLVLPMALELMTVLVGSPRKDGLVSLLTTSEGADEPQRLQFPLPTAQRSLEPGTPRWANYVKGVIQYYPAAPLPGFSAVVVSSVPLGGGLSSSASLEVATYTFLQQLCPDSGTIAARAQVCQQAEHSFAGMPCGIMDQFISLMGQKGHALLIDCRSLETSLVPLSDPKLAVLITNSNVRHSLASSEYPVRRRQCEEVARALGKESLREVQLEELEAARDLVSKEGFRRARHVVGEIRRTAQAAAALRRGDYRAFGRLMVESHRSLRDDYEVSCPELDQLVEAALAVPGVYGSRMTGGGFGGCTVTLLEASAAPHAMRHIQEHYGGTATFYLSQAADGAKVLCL
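Luminescence from leftover ATP (Ultra-Glo luciferase/luciferin) served as read-out after a 1 h room-temperature reaction of 5 nM GALK with 35 uM ATP and 100 uM galactose.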
PKM2 act – qHTS Assay for Activators of Human Muscle isoform 2 Pyruvate Kinase. AID 1631, 2009. 0.34% of 260,000 active. Pyruvate kinase PKM (Homo sapiens), P14618. Potency, µM (doses to about 57.5 µM), for inactives: at the top dose activation, actives largely listed as activators. purified PKM2, Kinase-Glo ATP luminescence, activation; response scale: 0% is enzyme alone, no compound; note: potency is the fitted concentration of half-maximal effect; % is set by controls: 0 for no effect and ±100 for the full control effect; nearly all actives have a fitted effect of over 55% in size
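ATP formation by purified human PK-M2, quantified via coupled luciferase luminescence after 1 h at room temperature with 0.1 mM ADP and 0.5 mM PEP final.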
FBPA coupling cs – qHTS Assay for Inhibitors of Fructose-1,6-bisphosphate Aldolase from Giardia Lamblia: Coupling assay counterscreen | activity change, negative = inhibition, % at 58.2 µM, hits read low | 0.67% of 290,000 active | coupling enzyme system counterscreen, AmpLite Red fluorescence; in the data active = activity change below about -30%; note: % is set by controls: 0 for no effect and ±100 for the full control effect
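Final compound at 57.5 uM, incubated 10 min at RT with coupling enzyme reagent (glyceraldehyde-3-phosphate), then 20 min with substrate and AmpLite Red detection. Fluorescence read at 525/598 nm; tests interference with the coupling assay, not aldolase inhibition.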
hERG WT inh – qHTS for Inhibitors of KCHN2 3.1: Wildtype qHTS; 0.37% of 340,000 active; activity change, % at 1.84 µM; Voltage-gated inwardly rectifying potassium channel KCNH2 (Homo sapiens), Q12809; U2OS, BacMam KCNH2, thallium flux FluxOr; hits give low values; AID 720551, 2013;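 active = maximum activity change below -70%; inconclusive = maximum activity change between -70% and -50%; inactive = maximum activity change above -50%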; note: % is set by controls: 0 for no effect and ±100 for the full control effect
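U2OS cells transduced with wild-type KCNH2 virus are loaded with FluxOr dye for 45 min, and thallium flux is measured in kinetic reads before and after stimulation buffer. Rate constants are normalized to DMSO controls.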
CXXC DNA block – qHTS Fluorescence Polarization Assay for Inhibitors of MLL CXXC domain - DNA interaction. Histone-lysine N-methyltransferase 2A (Homo sapiens), Q03164. MLL-CXXC / FITC-HOXA9 DNA fluorescence polarization. Potency, µM (titrated, usually from 115 µM), inactives show top-dose activity change, negative = inhibition, most hits filed as inhibitors. 0.037% of 290,000 active. AID 2662, 2010; active = well fitted inhibition curve with a large enough effect in the polarisation, with a control signal flat, not every such curve was filed as active; inconclusive = small, poorly fitted or top-dose-only effect, or effect the other way, or a change in a side signal; inactive = no such curve, though single readings can be large or run the other way; the % refers to the polarisation; note: potency is the fitted concentration of half-maximal effect
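Purified MLL-CXXC (added from a 7 uM solution) was preincubated 5 min at ambient with pinned compounds in 50 mM Tris-HCl pH 7.5, 50 mM NaCl, 1 mM DTT, 0.05% BSA. Fluorescein-labeled HOX-A9 DNA (50 nM solution) followed, 30 min, then polarization read.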
KCNH2 3.1 block – qHTS for Inhibitors of KCHN2 3.1: Mutant qHTS; Potassium voltage-gated channel subfamily H member 2, brain isoform KCNH2 3.1 (human); U2OS KCNH2 3.1, thallium flux FluxOr; hits give low values; 0.95% of 340,000 active; activity change, % (tested at about 1.8 µM);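 active = maximum activity change below -70%; inconclusive = maximum activity change from -70% to -50%; inactive = maximum activity change above -50%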;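 note: thallium influx rate constant from kinetic fluorescence after stimulation buffer; % is set by controls: 0 for no effect and ±100 for the full control effect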
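FluxOr-based Tl+ influx in U2OS cells transduced with KCNH2 3.1 virus; rate constants normalized to DMSO controls.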
Menin-MLL TR inh – qHTS Assay for Inhibitors Targeting the Menin-MLL Interaction in MLL Related Leukemias: Competition With Texas Red Labeled MLL-derived Mutant Peptide; O00255; Menin + Texas Red MLL mutant peptide, fluorescence polarization; Potency, µM (series often up to 61.6 µM), without a hit: at the top dose FP activity change, negative = inhibition, most hits filed as inhibitors; 0.23% of 270,000 active; AID 1768, 2009; active = well fitted inhibition curve with a large enough effect in the polarisation, with a control signal flat, not every such curve was filed as active; inconclusive = small, poorly fitted or top-dose-only effect, or effect the other way, or a change in a side signal; inactive = no such curve, though single readings can be large or run the other way; the % refers to the polarisation; note: potency is the fitted concentration of half-maximal effect; % of control where 0% means no effect; many of its hits are not listed in these tables
Target sequence (O00255 whole entry, looked up): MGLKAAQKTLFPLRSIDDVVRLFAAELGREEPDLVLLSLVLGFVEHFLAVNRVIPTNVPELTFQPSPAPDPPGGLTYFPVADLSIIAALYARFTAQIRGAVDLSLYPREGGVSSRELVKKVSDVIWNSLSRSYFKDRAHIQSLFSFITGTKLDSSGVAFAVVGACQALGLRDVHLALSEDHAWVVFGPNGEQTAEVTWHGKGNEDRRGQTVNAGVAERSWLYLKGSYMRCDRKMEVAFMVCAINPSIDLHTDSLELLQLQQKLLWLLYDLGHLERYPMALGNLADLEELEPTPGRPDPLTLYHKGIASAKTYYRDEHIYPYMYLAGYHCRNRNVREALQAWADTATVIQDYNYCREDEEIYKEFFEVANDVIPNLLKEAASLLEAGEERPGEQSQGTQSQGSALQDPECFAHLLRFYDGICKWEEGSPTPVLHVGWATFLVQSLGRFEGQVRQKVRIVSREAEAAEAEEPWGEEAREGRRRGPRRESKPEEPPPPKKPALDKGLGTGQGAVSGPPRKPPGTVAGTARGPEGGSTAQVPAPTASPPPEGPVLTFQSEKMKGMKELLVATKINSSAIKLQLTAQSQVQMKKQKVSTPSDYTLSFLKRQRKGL
Active calls of the source: *; u = inconclusive; x = no result given; [ ] = remark or other dose. Unless noted, calls come from the whole dose curve; as a rule, active = well fitted curve in the direction sought with a large enough effect; inconclusive = small, poorly fitted or top-dose-only effect, or another doubt; inactive = no such curve, though single readings can be large; an effect the other way counts as inactive or inconclusive. Only part of the results is shown; rates above refer to the full screens.

SMILES	Giardia killer	TRPV1 agonist	B2AR arrestin	USP2a inh	GALK inh	PKM2 act	FBPA coupling cs	hERG WT inh	CXXC DNA block	KCNH2 3.1 block	Menin-MLL TR inh
Cc1c(N=Cc2ccc(Cl)o2)c(=O)n(-c2ccccc2)n1C	1	-1	0.1%	-1%	-2%	0%	-8	55	-3%	11	-19%
CCCc1nc2ccc([N+](=O)[O-])cc2[nH]1	-3	-1	-0.4%	1%	1%	-2%	0	1	-5%	-7	-6%
CN(C)S(=O)(=O)c1cccc(C(=O)OCC(=O)NCc2ccccc2)c1	4	2	0.2%	4%	2%	3%	0	-4	-3%	7	-8%
O=C(Nc1cccc(S(=O)(=O)NC2=NCCC2)c1)C1CC(=O)N(c2ccc3c(c2)OCCO3)C1 (stereo unspecified)	-17	-2	0.2%	3%	1%	-1%	2	-16	-5%	7	12%
COc1cccc(NC(=O)c2ccc(-n3cccn3)nc2)c1	-8	x	-1.4%	4%	-4%	10%	-2	5	-4%	10	x
CC1=C(C(=O)OCc2ccccc2)C(c2ccc([N+](=O)[O-])cc2)NC(=O)N1 (stereo unspecified)	-5	3	0.2%	-1%	5%	-8%	-1	-2	1%	-4	-5%
O=C(CN1C(=O)COc2ccc(S(=O)(=O)N3CCCC3)cc21)NCc1ccccn1	-19	3	-0.2%	1%	5%	-2%	0	13	-3%	8	x
COc1ccc(NC(=O)C2C3C=CC4(CN(Cc5cccnc5)C(=O)C24)O3)c(OC)c1 (stereo unspecified)	5	3	-0.1%	-7%	1%	-6%	0	3	-20%	0	6%
CCC(OC(C)=O)c1cc2c(cc1[N+](=O)[O-])OCCO2 (stereo unspecified)	-11	1	0.0%	1%	6%	1%	1	x	-3%	30	-22%
CCCCn1c(SCc2cccc([N+](=O)[O-])c2)nc2ccsc2c1=O	7	-4	-0.3%	1%	2%	-4%	1	3	7%	-11	13%
COc1cc(-c2csc(CCn3nc(C)cc3C)n2)cc(OC)c1OC	-10	1	0.0%	-2%	-1%	-5%	-3	27	-4%	-2	-2%
O=C(CN1C(=O)c2cccc3cccc1c23)NCc1ccccn1	16	1	0.5%	0%	0%	-1%	0	2	0%	3	4%
COc1ccccc1-n1nnnc1SCC(=O)NCC1(N2CCOCC2)CCCCC1	-6	2	0.2%	4%	x	x	x	5	x	-1	x
Cc1nc(SCC(=O)NCc2ccco2)c2oc3ccccc3c2n1	3	-4	-1.1%	1%	3%	16%	4	1	0%	12	1%
Cc1nn(Cc2ccccc2)c(Cl)c1C(=O)OCc1nnc(-c2ccccc2)o1	12	2	0.0%	-1%	2%	16%	6	5	2%	3	-9%
Cc1ccc(C)c(N2CCN(C(=O)c3cc4c(C)nc5ccccc5c4o3)CC2)c1	-21	-1	-0.2%	2%	0%	5%[0.46 µM]	-1	-7	1%	u	u
OC(COCc1ccc2c(c1)OCO2)CN1CCC(Cc2ccccc2)CC1 (stereo unspecified)	26	1	-0.4%	-2%	-1%	3%	1	11	u	u	-15%
Cc1ccc(C2C3=C(CC(C)(C)CC3=O)NC3=C2C(=O)CC(C)(C)C3)o1	10	-1	-0.9%	-2%	0%	-1%	-2	2	-11%	-1	-9%
COc1cc(C(=O)N2CCN(c3cccc(C)c3C)CC2)ccc1OCC(=O)N1CCOCC1	-4	1	0.2%	1%	x	x	x	1	x	-3	x
O=c1[nH]n(-c2ncnc3c2cnn3-c2ccccc2)c(=O)c2ccccc12	-4	-1	-0.9%	3%	7%	4%	0	5	4%	1	16%
O=S(=O)(c1ccc(Br)c2nsnc12)N1CCOCC1	-3	-3	-0.2%	-1%	x	7%	-1	-7	14%	-7	-4%
CC(C)(C)OC(=O)N1CCC[C@H]1c1nnc(SCc2ccccc2Cl)o1	u	16	-0.2%	-6%	7%	2%	-1	-2	-9%	-1	-16%
COc1ccc(CC(=O)OCC(=O)NCc2ccco2)cc1OC	17	3	0.1%	0%	x	x	x	-5	x	-11	x
COC(=O)C1=Cc2cc(OC)cc([N+](=O)[O-])c2OC1N1CCOCC1 (stereo unspecified)	-4	9	-0.4%	-1%	3%	-1%	-1	-12	-11%	-22	-3%
Cc1ccc(-c2nc(N)sc2-c2ccccc2)cc1C	5	19	-0.2%	-16%	2%	9%	-10	-14	-1%	5	u

Rewritten as comma-separated lines: part of the list above
SMILES,Giardia killer,TRPV1 agonist,B2AR arrestin,USP2a inh,GALK inh,PKM2 act,FBPA coupling cs,hERG WT inh,CXXC DNA block,KCNH2 3.1 block,Menin-MLL TR inh
COc1cc(-c2csc(CCn3nc(C)cc3C)n2)cc(OC)c1OC,-10,1,0.0%,-2%,-1%,-5%,-3,27,-4%,-2,-2%
COc1ccc(NC(=O)C2C3C=CC4(CN(Cc5cccnc5)C(=O)C24)O3)c(OC)c1 (stereo unspecified),5,3,-0.1%,-7%,1%,-6%,0,3,-20%,0,6%
COC(=O)C1=Cc2cc(OC)cc([N+](=O)[O-])c2OC1N1CCOCC1 (stereo unspecified),-4,9,-0.4%,-1%,3%,-1%,-1,-12,-11%,-22,-3%

Further compounds follow.
SMILES	Giardia killer	TRPV1 agonist	B2AR arrestin	USP2a inh	GALK inh	PKM2 act	FBPA coupling cs	hERG WT inh	CXXC DNA block	KCNH2 3.1 block	Menin-MLL TR inh
Cc1ccccc1C(=O)NC(CC(C)C)C(=O)Nc1cccc(S(=O)(=O)N(C)C)c1 (stereo unspecified)	8	12	-0.1%	-1%	9%	0%	-1	-19	10%	1	10%
O=C1OC(Nc2ncccn2)c2ccccc21 (stereo unspecified)	7	2	-0.4%	1%	1%	1%	0	1	-4%	-2	4%
COc1ccc(-c2csc(Cc3nnc4n3CCCCC4)n2)cc1OC	21	-2	-0.9%	2%	3%	-3%	2	4	-3%	5	-8%
O=C(NCCCN1CCN(c2ccccc2F)CC1)Nc1ccc(F)cc1	-9	u	0.0%	0%	-1%	0%	4	5	4%	-30	2%
Cc1ccc(NC(=O)Nc2cccnc2)cc1	-2	u	-0.3%	0%	4%	-3%	1	1	-12%	1	5%
COc1ccc(-c2noc(C3CCCN(C(=O)c4ccccc4C)C3)n2)cc1 (stereo unspecified)	-4	15	-1.0%	0%	0%	1%	-1	17	15%	-17	-9%
COc1ccc(-c2cnc3nc[nH]c(=O)c3n2)cc1	-17	3	0.4%	1%	0%	-21%	-3	-4	1%	-1	8%
CCCN1CCN(CCCNC(=O)c2ccc(CS(=O)c3ccc(OC)cc3)o2)CC1 (stereo unspecified)	4	2	-0.6%	2%	-3%	x	x	6	-1%	-10	x
CCOC(=O)CC(=O)CSc1ccc2nnc(-c3ccccc3)n2n1	-13	4	-0.3%	-2%	-1%	1%	4	24	-4%	8	10%
O=C(NC1CCCCC1)n1c(=O)oc2ccccc21	2	0	-0.3%	1%	3%	-6%	-2	25	-12%	11	5%
Cc1ccc(NN=C2C(=O)OC(C)(C)OC2=O)c(C)c1	u	25	-0.4%	1%	x	0%	2	0	3%	4	-1%
Cc1cc(C(=O)NCC(=O)OC(C)C(=O)N2CCOCC2)ccc1[N+](=O)[O-] (stereo unspecified)	u	-9	-1.9%	0%	x	x	x	-6	x	14	x
C/C(=N\O)c1c(O)cc(-c2ccccc2)n(-c2ccccc2)c1=O	5	-1	0.0%	0%	6%	-5%	-9	1	1%	6	x
COc1ccc(OCC(=O)N2CCN(S(=O)(=O)c3ccccc3[N+](=O)[O-])CC2)cc1	16	-2	-1.1%	-2%	-1%	7.9µM*	-2	12	-4%	25	12%
COc1ccc(NC(=O)c2c(F)cccc2F)cc1S(=O)(=O)Nc1ccc(Br)cc1	13	-3	5.8%	-2%	1%	-3%	1	-1	7%	4	u
Clc1ccc(C(c2nnnn2C2CCCC2)N2CCSCC2)cc1 (stereo unspecified)	-5	21	0.4%	2%	-1%	-7%	-3	2	3%	-20	1%
O=C(C1=C[C@H](c2coc3ccccc3c2=O)C[C@H](OCCCCO)O1)N1CCN(Cc2ccccc2)CC1	-9	3	-0.1%	2%	-3%	4%	-1	28	-23%	-22	u

Screening data (PubChem BioAssay)
